M1 PAM parental: M1 PAM counterscreen hit in parental CHO-K1 cells; activation, % at 3 µM; ATP EC20, Fluo-8 calcium fluorescence; 0% at ATP EC20, 100% at ATP max; actives 0.02% (n = 360,000);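 active = activation above the run cutoff, the mean activation of all test compounds plus 3 SD, cut at about 40% in these data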;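 note: peak over basal fluorescence ratio in a 140 s read after ATP addition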
OXTR potentiate: potentiators of human oxytocin receptor; CHO-OTR cells, Fluo-8 calcium fluorescence, potentiator mode; 0% = oxytocin EC15, 100% = EC100; activation, % at 3 µM; actives 0.061% (n = 320,000); AID 2445;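 active = activation above that plate's cutoff, the mean activation of tested compounds plus 3 SD, cut at about 6.6% in these data, passing the limit was not always enough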;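 note: 100% uses oxytocin at 75 nM as the full agonist control; some results filed as inactive read as strong as hits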
Target sequence (P30559 whole entry, looked up): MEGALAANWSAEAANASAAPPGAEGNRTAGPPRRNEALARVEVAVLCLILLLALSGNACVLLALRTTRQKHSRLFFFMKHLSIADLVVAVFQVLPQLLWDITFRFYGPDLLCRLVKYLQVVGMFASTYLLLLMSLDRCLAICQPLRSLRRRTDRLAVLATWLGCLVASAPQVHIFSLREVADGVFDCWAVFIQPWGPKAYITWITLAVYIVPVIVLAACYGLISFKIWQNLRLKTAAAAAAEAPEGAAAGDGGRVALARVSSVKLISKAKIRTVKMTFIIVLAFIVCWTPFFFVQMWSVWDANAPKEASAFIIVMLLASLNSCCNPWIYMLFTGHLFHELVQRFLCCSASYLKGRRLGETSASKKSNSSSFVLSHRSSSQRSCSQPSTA
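Material: human OTR in CHO cells. Compound: 3.0 µM, one dose. Timing: compound 6 min at room temperature before oxytocin, 100 s read. Evaluation: % activation of max/min ratio relative to oxytocin controls. Replication: single well per compound, singlicate. Signal: Fluo-8 calcium dye fluorescence.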
CHO parental Ca: signal in parental CHO cells, OX1R antagonist counter-screen; AID 463079; parental CHO-K1, ATP-induced calcium, Fluo-8 fluorescence; inhibition, % at 5.6 µM; actives 0.63% (n = 330,000);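 active = inhibition above that plate's mean sample inhibition plus 3 SD, cut at about 26% in these data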;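 note: 0% = ATP-challenged DMSO wells and 100% = DMSO wells without ATP; some compounds past the cut are filed as inactive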
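Test system: untransfected parental CHO cell line. Compound: one dose, 5.6 µM nominal. Detection: intracellular calcium via Fluo-8 no-wash fluorescent dye. Measure: % inhibition. Benchmarks: ATP-challenged DMSO wells low, unchallenged DMSO wells high.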
GPR7 antagonist: human neuropeptides B/W receptor 1 antagonism. P48145. GPR7-expressing cells, fluorescence antagonist assay. inhibition, % at 4.4 µM. actives 1.1% (n = 290,000); in the data active = inhibition above about 16%, passing the limit was not always enough;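 note: cells stimulated with the agonist NPW; 0% = agonist with vehicle and 100% = vehicle without agonist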
OXTR agonist: activates the human oxytocin receptor | CHO-OTR cells, Fluo-8 calcium fluorescence; normalized: DMSO 0%, oxytocin 100% | P30559 | actives 0.32% (n = 320,000) | activation, % at 3 µM;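 active = activation above the mean of all tested compounds plus 3 SD, cutoff set per screening run, cut at about 20% in these data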;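 note: peak over basal fluorescence ratio from a 100 s FLIPR kinetic read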
V1aR counter: counter-screen for oxytocin receptor agonists: human V1a receptor agonists; CHO-V1R cells, Fluo-8 calcium fluorescence, agonist mode; 0% DMSO, 100% 3 nM vasopressin; actives 0.25% (n = 320,000); activation, % at 3 µM;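 active = activation above the mean activation of all tested compounds plus 3 SD, per screening run, cut at about 20% in these data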;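 note: signal is peak over basal fluorescence ratio across a 100 second FLIPR read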
CHO-K1 Ca ag: M1 agonist counterscreen hit in parental CHO-K1 cells; Fluo-8 calcium fluorescence; scaled to maximal ATP response, vehicle zero; activation, % at 3 µM; actives 0.48% (n = 360,000); AID 602248; in the data active = activation above about 15%;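 note: untransfected CHO-K1 host cells lacking M1 receptor as counterscreen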
TAAR1 antagonist: antagonists of human TAAR1. inhibition, % at 3 µM. actives 1.5% (n = 360,000). AID 624466. CHO RD-HGA16 TAAR1, Fluo-8 calcium fluorescence, antagonist. Q96RJ0;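 active = inhibition above a per-plate cutoff, the mean inhibition of test compounds on that plate plus 3 SD, cut at about 49% in these data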;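 note: 0% = DMSO plus EC80 beta-PEA response and 100% = DMSO alone without agonist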
Target sequence (Q96RJ0 whole entry, looked up): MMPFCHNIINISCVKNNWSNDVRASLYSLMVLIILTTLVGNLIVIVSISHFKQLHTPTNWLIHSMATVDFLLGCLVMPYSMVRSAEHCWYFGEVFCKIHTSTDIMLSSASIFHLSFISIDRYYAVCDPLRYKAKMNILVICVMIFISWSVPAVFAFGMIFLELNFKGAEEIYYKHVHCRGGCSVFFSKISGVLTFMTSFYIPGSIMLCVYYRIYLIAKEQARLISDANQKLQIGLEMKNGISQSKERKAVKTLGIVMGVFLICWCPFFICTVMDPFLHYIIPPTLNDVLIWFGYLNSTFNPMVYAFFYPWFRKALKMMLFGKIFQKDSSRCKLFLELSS
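Material: RD-HGA16 CHO cells with stable hTAAR1 and Gα16; Dosing: single nominal final test compound concentration of 3 µM; Schedule: seeding 17-24 h prior, 75-min 37 °C, 30-min RT dye loading; Detection: kinetic Fluo-8 calcium fluorescence measurement; Measure: % inhibition from peak post-agonist over basal fluorescence ratio; Benchmarks: vehicle and agonist controls.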
CHO-K1 Ca antag: M1 antagonist counterscreen hit in parental CHO-K1 cells | ATP-induced calcium, Fluo-8 fluorescence | inhibition, % at 3 µM | actives 0.6% (n = 360,000);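 active = inhibition above a per-plate cutoff, the plate's mean sample inhibition plus 3 SD, cut at about 24% in these data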;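 note: 0% = DMSO plus EC80 ATP and 100% = DMSO alone without ATP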
Numbers without * were called inactive; nt = no result given; & = joins results of further samples.

Sequence of screens: TAAR1 antagonist	GPR7 antagonist	CHO-K1 Ca ag	OXTR potentiate	CHO parental Ca	M1 PAM parental	CHO-K1 Ca antag	OXTR agonist	V1aR counter
> COc1ccc(C2NC(=O)CCC2[N+](=O)[O-])c(OC)c1OC (stereo not drawn)
    -11	-16	0.7	-4	-4	13	1	0.6	-0.7
> COc1ccc(/C(O)=C2/C(=O)C(=O)N(c3nc(C)c(C)s3)C2c2ccco2)cc1 (stereo not drawn)
    -15	-4	0.0	-2	-11	8	-2	-0.6	-0.6
> O=C(C1Cc2ccccc2CN1C(=O)c1ccccc1)N1CCN(c2ccccc2)CC1 (stereo not drawn)
    -7	-5	0.6	-6	-23	-13	1	-2.0	0.0
> Clc1ccc(Nc2nc(-c3cccs3)cs2)nc1
    -6	-14	-0.7	-6	-36	9	-46	-0.7	-0.8
> O=C(CN1C(=O)c2ccccc2C1=O)Nc1ccccc1C(F)(F)F
    7	-3	-0.1	-3	-9	14	-2	-0.3	-0.2
> Cc1nc(C)n(CC(O)COc2ccc3cc(Br)ccc3c2)n1 (stereo not drawn)
    25	1	6.5	-9	10	9	-5	15	18
> COc1ccc(C(O)c2ncc(-c3ccccc3F)[nH]2)cc1 (stereo not drawn)
    -21	nt	1.1	nt	nt	11	-11	nt	nt
> CN(CC(=O)Nc1ccc(N2CCOCC2)cc1)C(=O)c1cc(S(=O)(=O)N(C)C)ccc1Cl
    -9	-22	-0.1	-7	-9	-10	8	0.8	-0.1
> COc1ccccc1OCCCn1c(C)c(C#N)c2ccccc21
    48	2	1.5	-9	-20	10	5	1.0	0.8
> COc1ccc(CN(C)CC(=O)Nc2ccccc2C(=O)NC2CC2)cc1F
    18	nt	3.0	-3	-12	16	-17	-1.2	0.7
> COc1ccc(Br)c(/C=N/NC(=O)COc2ccc(-c3ccccc3)cc2)c1
    5	-9	0.1	-7	3	14	-4	-0.1	-0.6
> COC(=O)N/N=C/c1cc(C)n(-c2ccccc2)c1C
    -14	2	-0.3	-10	-5	-12	23	-0.4	-0.1
> COc1cc(O)c2c(=O)cc(-c3ccccc3)oc2c1
    5	-21	-0.1	-3	-29	-9	6	-1.7	-0.2
> Cc1ccc(C)n1-c1nc(=S)[nH][nH]1
    13	0	-0.1	3	-4	-7	3	0.5	0.6
> COc1ccc(C(=O)N/N=C/c2ccc(SC)cc2)cc1
    -6	1	0.9	-4	-8	22	-6	-1.1	0.4
> N#CCC(=O)Nc1ccc(C(=O)NCC(c2ccco2)N2CCCCC2)cc1 (stereo not drawn)
    0	9	-0.3	-12	-4	-8	-6	0.8	1.6
> Cc1cc(C)nc(N/N=C/c2c[nH]c3ccccc23)n1
    6	0	0.1	4	-16	12	7	1.3	0.1
> O=C(CSc1ccccc1C(=O)O)NCc1ccco1
    -11	-10	-0.2	-15	4	1	3	-0.9	1.1
> CCOC(=O)C(Cc1ccccc1)(Cc1ccccc1)C(C)=O
    12	-1	-0.6	-14	-14	7	-6	-2.5	-1.4
> CS(=O)(=O)Nc1ccc(C2=NN(S(=O)(=O)c3ccc(F)cc3)C(c3ccco3)C2)cc1 (stereo not drawn)
    6	1	0.7	-9	0	15	-10	1.1	0.3
> Cc1sc2c(c1C)C(=O)/C(=C\Nc1ccncc1)S(=O)(=O)N2C
    -25	5	2.1	-6	-14	14	-1	0.3	0.9
> COc1ccc(NC(=O)CSCC(=O)Nc2ccc(S(=O)(=O)N3CCOCC3)cc2)cc1
    10	nt	0.0	0	-8	-2	-11	0.2	-0.3
> CSC1=N/C(=C\c2ccccc2F)C(=O)S1
    -28	7	-0.6	-6	3	7	4	1.8	1.0
> COc1ccc(OCC(CO)N2CCN(c3ccccc3)CC2)cc1 (stereo not drawn)
    -11	nt	0.8	nt	nt	9	-10	nt	nt
> COc1ccc(CNC(=O)c2cc(-c3cccs3)on2)cc1
    3	3	0.7	-8	3	7	-1	0.0	0.6
> O=S(=O)(c1ccc(NC(=S)NCCc2ccccc2)cc1)N1CCOCC1
    15	-2	7.2	-11	1	3	6	7.7	11
> CCc1c(O)nc(SCC(=O)Nc2ccccc2)n(C(C)CC)c1=O (stereo not drawn)
    -14	-8	1.9	-7	-16	-1	-14	4.1	1.7
> CCOc1ccc(CN2CCN(C(=O)c3cccc4ccccc34)CC2)cc1
    -34	4	1.7	-4	-26	9	-6	-0.2	1.7
> CSCc1c(C(=O)Nc2ccc(N3CCOCC3)cc2)oc2ccccc12
    -18	-4	0.6	2	-21	5	1	-0.7	0.3
> Cc1ccc(CNC(=O)[C@@H](NC(=O)C2CCN(C(=O)[C@@H](N)CC(C)C)CC2)C(C)C)cc1
    0	-2	-0.1	-2	-10	10	-2	-0.1	0.1
> COc1ccc(-c2nc(N)n(C(=O)c3ccccc3Cl)n2)cc1
    -19	-6	0.5	-3	-14	14	-1	-2.4	0.0
> COc1cccc(-c2oc3c(c2C(=O)OCCN2CCCCC2)C(O)CCC3)c1 (stereo not drawn)
    0	nt	1.1	nt	nt	2	-10	nt	nt
> CC[C@H](C)[C@@H](C(=O)N1CCNCC1)n1cc([C@@H](N)CC(C)C)nn1
    9	-14	0.2	4	2	22	-15	1.4	0.7
> COc1ccc(COC(=O)c2cccc(S(=O)(=O)N3CCN(C(C)=O)CC3)c2)cc1
    11	nt	12	-19	14	-13	5	16	10
> O=CN(c1ccccc1)c1ccc2ccccc2c1
    -19	8	3.9	-2	-8	16	-16	-1.5	-0.5
> CCCCSc1nc2c(c(=O)n1CC)SC(C)C2 (stereo not drawn)
    -31	-7	-0.1	4	-6	26	-23	-1.6	-1.6
> COc1ccc(CCNC(C)C(=O)Nc2ccc(S(N)(=O)=O)cc2)cc1 (stereo not drawn)
    -4	-5	0.0	-9	0	10	-11	0.1	0.5
> Cc1csc(NC(=O)CCc2ccc(S(=O)(=O)N3CCOCC3)cc2)n1
    3	7	0.3	-2	-5	1	15	1.3	2.4
> O=Cc1ccc2noc(-c3ccc(Cl)cc3)c2c1
    -21	-3	1.7	-4	6	23	-9	0.2	-0.7
> Cn1c(CC(=O)Nc2ccccc2C(F)(F)F)c(Sc2ccccc2)c2ccccc21
    -6	-4	0.5	-9	-16	16	-12	0.3	0.1

Some entries already given, limited to V1aR counter, CHO parental Ca and OXTR agonist:
compound,V1aR counter,CHO parental Ca,OXTR agonist
Cc1sc2c(c1C)C(=O)/C(=C\Nc1ccncc1)S(=O)(=O)N2C,0.9,-14,0.3
Cn1c(CC(=O)Nc2ccccc2C(F)(F)F)c(Sc2ccccc2)c2ccccc21,0.1,-16,0.3
COc1ccc(CCNC(C)C(=O)Nc2ccc(S(N)(=O)=O)cc2)cc1 (stereo not drawn),0.5,0,0.1

As a working copy, part of the list above.
Sequence of screens: TAAR1 antagonist	GPR7 antagonist	CHO-K1 Ca ag	OXTR potentiate	CHO parental Ca	M1 PAM parental	CHO-K1 Ca antag	OXTR agonist	V1aR counter
> O=Cc1ccc2noc(-c3ccc(Cl)cc3)c2c1
    -21	-3	1.7	-4	6	23	-9	0.2	-0.7
> Cn1c(CC(=O)Nc2ccccc2C(F)(F)F)c(Sc2ccccc2)c2ccccc21
    -6	-4	0.5	-9	-16	16	-12	0.3	0.1

(listing goes on)
Sequence of screens: TAAR1 antagonist	GPR7 antagonist	CHO-K1 Ca ag	OXTR potentiate	CHO parental Ca	M1 PAM parental	CHO-K1 Ca antag	OXTR agonist	V1aR counter
> O=C(CNC(=O)c1ccccc1F)N/N=C/c1cc(Br)ccc1OC(=O)/C=C/c1ccco1
    12	-5	1.1	-8	-8	-4	-3	0.8	2.3
> Cc1ccoc1C(=O)NCCCNC(=O)c1occc1C
    -6	-6	1.0	-4	-5	19	-8	0.7	2.1
> NC(COCc1ccccc1)c1csc(Nc2ncccn2)n1 (stereo not drawn)
    0	nt	0.7	nt	nt	2	-8	nt	nt
> NC(=O)CCC(NC(=S)Nc1ccccc1)C(=O)O (stereo not drawn)
    -17	-4	0.5	-7	-3	-2	-4	-1.2	-0.3
> O=C(CN1C(=O)S/C(=C\c2cccc(Cl)c2)C1=O)NCCCn1ccnc1
    -5	13	2.9	-6	-15	7	-9	-1.0	1.3
> CCN(CCCNC(=O)COc1cc(=O)n(CC)c2ccccc12)Cc1ccccc1
    20	-3	0.3	6	-7	10	-2	0.6	-1.2
> Cc1cccc(NS(=O)(=O)c2ccc3c(c2)CCC(=O)N3)c1
    -2&-2	0	0.3&3.3	-9	2	0&5	3&-3	2.3	2.2
> Nc1ncnc2nn(C3OC(CO)C(O)C3O)nc12 (stereo not drawn)
    -13	nt	0.1	nt	nt	16	-8	nt	nt
> CCCC[C@H]1COCCS(=O)(=O)N1Cc1cccc(F)c1
    5	10	-0.4	-12	-13	0	-5	-2.1	-0.4
> CCCCCNC(=O)Cn1c(=O)c2c(ncn2CC(C)C)n(Cc2ccccc2)c1=O
    -5	-7	0.6	-2	-16	17	-16	-1.7	1.8
> CC(=O)Oc1ccc2cc(-c3nc4ccccc4n3C)c(=O)oc2c1
    1	-6	0.7	-9	-8	-9	11	2.7	2.4
> COc1cnc(-c2cccc(C(F)(F)F)c2)[nH]c1=O
    1	-17	-0.7	-27	-1	8	-1	-1.4	0.8
> COc1cc(/C=N/NC(=O)c2ccc(Cl)cc2)ccc1OCC(=O)N1CC(C)OC(C)C1 (stereo not drawn)
    1	-7	0.0	-12	-26	-21	14	-0.6	0.1

Source: PubChem BioAssay (The Scripps Research Institute Molecular Screening Center)
